High-throughput results from PubChem.
All columns: NCI-60 one-dose screen, growth in % after 48 h at 10 µM unless noted; 100 = growth as untreated, 0 = no growth, -100 = all killed.
TK-10 = TK-10 renal cancer cells; 3.9% of 81,000 active
SW-620 = SW-620 colon cancer; 5.2% of 82,000 active
UO-31 = UO-31 renal cancer; 5.2% of 81,000 active
786-0 = 786-0 renal cancer cells; 5.1% of 81,000 active; AID 1794775
HT29 = HT29 colon cancer; 7.4% of 81,000 active; AID 1794748
HCT-15 = HCT-15 colon cancer; 5.2% of 82,000 active; AID 1794746
HCT-116 = HCT-116 colon cancer; 7.3% of 82,000 active
SN12C = SN12C renal cancer cells; 3.8% of 81,000 active
HCC-2998 = HCC-2998 colon cancer; 4.7% of 79,000 active; AID 1794799
An asterisk follows results filed as active; / = no result given; & = joins results of further samples; [ ] = dose if it differs, or a comment. The calls were made as follows: active = growth percent below 10; inactive = the rest. Hits appear at their usual frequency; any-hit rate near 12%.

SMILES	TK-10	SW-620	UO-31	786-0	HT29	HCT-15	HCT-116	SN12C	HCC-2998
CC(C)(C)n1cc(-c2ccnc(NCCCNS(=O)(=O)c3ccccc3)c2)c(-c2ccccc2)n1	94	77	59	56	25	26	57	78	78
O=C(CCCOc1ccc(Br)cc1)Nc1ncc(Cc2ccc(F)cc2)s1	86	58	63	86	49	39	37	83	74
CCCCCCOC(OCCCCCC)c1ccccc1	100	98	93	99	109	98	102	101	114
CCOC1CCc2c(C)nc(N)nc2S1 (stereo not given)	116	104	92	102	103	102	102	96	101
C=CNc1nnc(C(=O)c2c[nH]c3ccccc23)o1	117	102	72	98	106	97	91	109	97
CC(C)c1ccc(CSc2nc(SCc3ccc4sccc4c3)nc(=O)[nH]2)cc1	118	96	84	91	70	77	93	90	101
CN1CCCc2ccccc21	103	99	83	104	110	101	106	97	90
Cc1cc([N+](=O)[O-])ccc1N=O	131	104	82	109	/	109	106	102	111
COc1ccc(NC(=O)Oc2ccc(C#N)cc2)cc1	111	103	95	98	104	94	108	105	101
COc1cc(-c2cnc3nonc3n2)ccc1O	99	103	80	91	103	83	82	102	111
Cc1ccccc1OCc1cn(Cc2ccc(-c3ccccc3-c3nn[nH]n3)cc2)nn1	/	104	85	97	107	104	91	99	114
c1ccc2c(c1)cnc1ccccc12	116	99	95	93	95	98	100	95	101

Of the compounds above, three contain an NH in an aromatic ring.
SMILES	TK-10	SW-620	UO-31	786-0	HT29	HCT-15	HCT-116	SN12C	HCC-2998
C=CNc1nnc(C(=O)c2c[nH]c3ccccc23)o1	117	102	72	98	106	97	91	109	97
CC(C)c1ccc(CSc2nc(SCc3ccc4sccc4c3)nc(=O)[nH]2)cc1	118	96	84	91	70	77	93	90	101
Cc1ccccc1OCc1cn(Cc2ccc(-c3ccccc3-c3nn[nH]n3)cc2)nn1	/	104	85	97	107	104	91	99	114

(listing goes on)
SMILES	TK-10	SW-620	UO-31	786-0	HT29	HCT-15	HCT-116	SN12C	HCC-2998
CC(=O)N(O)CCCCCNC(=O)CCC(=O)N(O)CCCCCNC(=O)CCC(=O)N(O)CCCCCN	/	65	35	51	54	45	43	45	60
C#C[C@]1(O)CCC2C3CCc4cc(OC)ccc4C3CC[C@@]21C (stereo not given in full)	99	101	90	90	73	78	80	95	93
O=C1CCCCC1Nc1ccc(Cl)cc1 (stereo not given)	119	105	83	88	114	85	90	113	105
C=C(CNCCO)[C@@H]1CC[C@]2(CO)CC[C@]3(C)[C@H](CC[C@@H]4[C@@]5(C)CCC(NCCO)C(C)(C)[C@@H]5CC[C@]43C)[C@@H]12 (stereo not given in full)	93	74	65	67	13	72	44	89	72
CCCSc1nc(NC2CC2)c(C#N)c(-c2ccc(C(C)C)cc2)n1	93	63	90	81	96	83	68	91	110
O=C(O)c1cc(Cl)n[nH]c1=O	98	111	85	93	104	92	79	91	103
CCOc1ccccc1C(=O)/C=C/c1cc2ccccc2[nH]c1=O	15	4.2*	-98*	-22*	-45*	-59*	-65*	-21*	-98*
C/C(=N/NC(N)=S)c1ccc([N+](=O)[O-])cc1	80	101	66	95	87	80	91	102	92
COc1cccc(/C=N/NC(=O)c2ccccc2Nc2ccnc(C(F)(F)F)c2)c1O	29	32	7.6*	-2.0*	51	28	13	21	51
CC(O)(Cc1cccnc1)c1cccs1 (stereo not given)	99	116	81	112	106	95	108	100	99
CN(C)c1ccc(/C=C/C(=O)c2cc(Cl)ccc2O)cc1	138	84	62	103	84	87	87	92	95
Nc1nc(SCc2ccc(Cl)cc2Cl)cc(SCc2ccc(Cl)cc2Cl)n1	79	99	111	84	92	102	92	106	92

A portion from the list above:
SMILES	TK-10	SW-620	UO-31	786-0	HT29	HCT-15	HCT-116	SN12C	HCC-2998
CC(C)(C)n1cc(-c2ccnc(NCCCNS(=O)(=O)c3ccccc3)c2)c(-c2ccccc2)n1	94	77	59	56	25	26	57	78	78
O=C(CCCOc1ccc(Br)cc1)Nc1ncc(Cc2ccc(F)cc2)s1	86	58	63	86	49	39	37	83	74
CCCCCCOC(OCCCCCC)c1ccccc1	100	98	93	99	109	98	102	101	114
CCOC1CCc2c(C)nc(N)nc2S1 (stereo not given)	116	104	92	102	103	102	102	96	101

More results
SMILES	TK-10	SW-620	UO-31	786-0	HT29	HCT-15	HCT-116	SN12C	HCC-2998
NN1C(S)N=NC1NNC(=S)Nc1ccc(S(=O)(=O)Nc2ccc(Cl)nn2)cc1 (stereo not given)	104	98	80	104	101	103	108	97	103
CC1=C[C@H]2c3c(c(O)c(O)c4oc5ccccc5c(=O)c34)[C@H](c3cc(O)c(O)c4oc5ccccc5c(=O)c34)[C@H]2C(C)(C)C1	23	12	-74*	-77*	15	14	-85*	7.6*	12
CCCCOc1ccc(/C=N/Nc2cc(C)nc3ccc(Cl)cc23)cc1	37	-58*	-96*	-81*	-50*	-80*	-68*	-82*	-71*
COc1ccc(Nc2ncc(OC)c(NCCCNC(=O)C3CCC3)n2)cc1	86	104	65	91	104	103	98	74	119
Cc1cn(C2CCCCC2)c(=O)n(-c2ccccc2)c1=O	128	101	118	100	114	118	105	102	132
CCCC1OCCS1 (stereo not given)	106	104	94	106	113	102	104	108	119
Cc1cc(Nc2nc(SCc3ccc(C(=O)Nc4ccc(F)cc4N)cc3)nn3cccc23)n[nH]1	49	24	31	44	4.2*	23	10	29	24
NC(N)=Nc1ccc(Oc2cccc(NC(N)=Nc3ccc(Br)c(C(F)(F)F)c3)c2)cc1	65	53	89	77	40	83	43	25	51
CC1=NN(Cc2nc(-c3ccc(N(C)C)cc3)n[nH]2)C(=O)C1	102	104	65	105	103	94	104	107	115
CCCN(CCC)CC(=O)N1CC(=O)Nc2ccccc21	141	97	148	70	107	103	72	104	100
Cc1nn2c(=O)c3c4c(sc3nc2n1-c1ccc(Cl)cc1)CN(C)CC4	108	101	66	93	89	94	84	99	101
C=C(C)[C@@H]1CC[C@]2(C)[C@H](CC=C3[C@@H]4CC(C)(C)CC[C@]4(C(=O)N4CCN(C)CC4)CC[C@]32C)[C@@]1(C)CCC#N	95	92	68	85	66	/	55	90	94
CNC(=O)c1cc(-n2ccc3cc(NC(=O)c4cccc(C(F)(F)F)c4)ccc32)ccn1	91	96	84	92	82	69	91	96	94
O=C(CSc1nnc2n3c(nn12)SCC(c1ccccc1)=N3)c1ccc(Cl)cc1	107	103	87	98	108	105	108	105	112
C=CCN(CC=C)C(=O)[C@H](CC)[C@@H]1CC[C@@H](C)[C@@H]([C@H](C)[C@@H](O)[C@@H](C)C(=O)[C@H](CC)C2O[C@]3(C=CC(=O)[C@]4(CC[C@@](C)([C@H]5CC[C@](O)(CC)[C@H](C)O5)O4)O3)[C@H](C)C[C@@H]2C)O1 (stereo not given in full)	36	25	0.7*	44	17	11	14	20	26
COC(=O)C(CC(C)C)NS(=O)(=O)c1ccc(-c2cc3ccccc3c(=O)o2)cc1 (stereo not given)	157	105	86	99	93	98	96	91	115
COc1cc2c(cc1OC)-c1ccc3cc4c(cc3c1N(CCCN1CCN(C)CC1)C2)OCO4	87	68	66	77	77	86	75	75	100
Cc1cc(N2CCN(CC(=O)Nc3ccc4c(ccn4C)c3)CC2)nc(Cl)n1	106	107	81	103	100	104	111	101	110
COc1ccccc1/C=C/C(=O)/C=C/c1ccccc1O	-0.1*	-80*	-83*	-44*	-42*	-18*	-93*	-19*	4.0*
CCCCCCCc1c(C)[nH]c2cc(OC)ccc2c1=O	104	118	87	114	98	86	95	92	115
COc1ccc(/C(CSc2nc3c([nH]2)c(=O)n(C)c(=O)n3C)=N\O)cc1	103	100	103	99	96	102	98	103	109
Cn1cc(C2=C(c3cccc4ccccc34)C(=O)N(O)C2=O)c2cc(Br)ccc21	145	92	56	100	107	94	96	101	101
O=C(O)c1c[nH]c2ccc([N+](=O)[O-])cc2c1=O	113&111	108&107	81&102	98&112	106&116	104&101	105&101	102&101	105&101
C/C=C/C=N/N(C(=O)c1cc([N+](=O)[O-])cc([N+](=O)[O-])c1)C1=NC(c2ccccc2)C(c2ccccc2)=NN1 (stereo not given)	122	105	76	105	107	104	93	100	115
CCCN1CCN(c2ccc3nc(-c4ccc5nc(-c6cc(OC)ccc6OC)[nH]c5c4)[nH]c3c2)CC1	118	-70*	86	101	-23*	62	-57*	99	113
COc1ccc(-c2c(C#N)cnc(N)c2-c2nc3cc(C)c(C)cc3[nH]2)cc1	49	38	84	26	37	60	21	81	1.4*
Clc1ccc(/C=N\Nc2ccccn2)c(Cl)c1	76	99	73	103	97	77	97	90	97
O=C(CI)Nc1ccc(O)c(C(=O)O)c1	112	119	98	99	20	93	97	108	99
COc1ccc2c(c1)C=C1CSCC3=Cc4cc(OC)ccc4OC13O2	61	33	44	39	6.7*	18	9.2*	28	9.7*
CN1c2ccccc2S(=O)(=O)n2nc(CCSc3nc4ccccc4s3)nc21	107	101	81	104	117	103	99	96	105
CC1=NN(c2nc(-c3c(O)cc(C)oc3=O)cs2)C(=O)/C1=C\c1cccc(O)c1O	106	103	89	95	97	101	103	108	101
COc1ccc(C2=NN(/C=c3\s/c(=C(\C#N)C(=O)Nc4ccccc4)n(-c4ccccc4)c3=O)C(c3ccc(OC)cc3)C2)cc1 (stereo not given)	111	97	78	98	103	96	93	98	102
COc1cccc2c1C(=O)c1c(O)c3c(c(O)c1C2=O)CC(O)(/C(C)=N/NC(=O)CCCCC(=O)N/N=C(\C)C1(O)Cc2c(O)c4c(c(O)c2C(OC2CC(N)C(O)C(C)O2)C1)C(=O)c1c(OC)cccc1C4=O)CC3OC1CC(N)C(O)C(C)O1 (stereo not given)	-30*[5 µM]	-32*[5 µM]	-17*[5 µM]	4.7*[5 µM]	-69*[5 µM]	14[5 µM]	-3.0*[5 µM]	-2.9*[5 µM]	-54*[5 µM]
Cc1ccccc1NC(=O)CSC#N	105	104	85	104	90	101	92	94	104
CCCCCCCCCC(C)(N)C(=O)O (stereo not given)	102	97	95	90	99	96	103	96	111
NCC(O)C(O)C(O)CO (stereo not given)	100	107	93	102	95	116	99	98	111

The list goes on; it opens with the 2 that closed the last part.
SMILES	TK-10	SW-620	UO-31	786-0	HT29	HCT-15	HCT-116	SN12C	HCC-2998
CCCCCCCCCC(C)(N)C(=O)O (stereo not given)	102	97	95	90	99	96	103	96	111
NCC(O)C(O)C(O)CO (stereo not given)	100	107	93	102	95	116	99	98	111
NC(N)=N/N=C/c1cccc(O)c1	106	94	92	107	107	105	108	100	106
O=C(c1cccs1)c1sccc1Cc1ccccc1	88	102	73	96	98	100	109	102	109
O=C(NN=C1CCCCC1)c1ccc([N+](=O)[O-])cc1	102	93	83	100	104	102	96	96	107
COc1ccc(/C=C/C=C/C(=O)c2ccc(NC(=O)Nc3ccc([N+](=O)[O-])cc3)cc2)cc1	66	71	43	103	60	63	102	57	85
COc1cccc(CC2(N3CCC(CN(CC(F)(F)F)C(=O)c4cc5ccccc5[nH]4)CC3)CC2)c1	98	76	51	83	69	77	38	74	75
COc1ccc(OC)c(/C=C/c2nnc(Nc3ccc(Cl)cc3)o2)c1	39	67	5.0*	28	77	98	22	45	55
C/C(=N\N=C(/C)c1ccc(O)cc1)c1ccc(O)cc1	97	/	66	118	101	101	106	80	123
Clc1ccc(C2CCCCC2)cc1	105	104	82	104	100	99	105	102	102
CC(C(=O)c1c([O-])on[n+]1-c1ccccc1)N1CCN(C)CC1 (stereo not given)	119	114	84	111	97	103	100	96	91
COc1cc(C2=NN(C=O)C(c3sc(N4CCOCC4)nc3Cl)C2)cc(OC)c1OC (stereo not given)	111	111	70	99	100	104	100	99	99
CCC1(/C=N/NC(N)=S)NC(=O)NC1=O (stereo not given)	102	114	88	105	95	107	101	96	115
CCCCNC(=O)Oc1ccc(/C(=C(/C)Cc2ccc(OC)cc2)c2ccc(OCCN3CCCC3)cc2)cc1	81	73	54	60	-11*	14	39	73	65
Cc1ccc(NC(=O)Cn2cc(CSc3nnc4oc5ccccc5n34)nn2)cc1C	114	105	71	103	112	95	91	94	120
COc1ccc(-c2nc3cc(C(=O)O)ccc3n2C2CCCCC2)cc1	92	112	89	101	107	104	84	104	95
Cc1cnc(NC(=O)CSc2nnc(-c3cccnc3SCc3ccccc3)o2)s1	82	90	22	/	82	77	82	46	89
CC1(C)CCCN1CCCN1c2ccccc2Sc2ccc(Cl)cc21	85	80	42	54	26	51	33	68	57
O=[N+]([O-])c1ccc2c(c1[N+](=O)[O-])CCCC2	172	142	118	105	111	105	87	115	120
CC(=O)CCC1CC(=O)OC1(C)C (stereo not given)	96&97	104&105	91&95	106&88	103&100	107&106	108&85	112&105	92&108
O=C1COCCN1c1ccc(N2C(=O)C(Cl)C2c2cn(Cc3cccc4ccccc34)c3ccccc23)cc1 (stereo not given)	104	100	79	103	104	99	95	107	112
O=[N+]([O-])c1ccc(CS(=O)c2ccccc2)cc1 (stereo not given)	106	103	98	104	104	103	109	102	99
Cc1nc2ccccc2c(=O)n1-c1cccc(OCc2cn(-c3ccc(O)cc3)nn2)c1	98	108	79	102	105	107	107	106	112
Clc1ccc2c(NCCNc3nc(-c4ccccc4)cc(-c4ccccc4)n3)ccnc2c1	-8.4*	-54*	-94*	-91*	-54*	-74*	-70*	-74*	-29*
COc1cccc(OC)c1/C=C1\C(=N)N=C(SCc2nc3ccccc3[nH]2)NC1=O	122	101	67	110	108	107	103	96	99
O=C1CSC(c2cn(-c3ccccc3)nc2-c2ccc(Cl)c(Cl)c2)N1c1cccc(F)c1 (stereo not given)	99	110	83	102	107	103	106	108	108
